Compound activity: PubChem BioAssay, National Center for Advancing Translational Sciences (NCATS)
EPAC1 ag – agonists of human EPAC1; EPAC1 agonist qHTS, biochemical assay; response scale: 100% = response to 6.5 mM cAMP; Potency, µM (top dose mostly 154 µM), without a hit: top-dose activation, hits mostly activators; 0.073% of 360,000 active; AID 720707; also: potency is read from the fitted curve at half-maximal effect; nearly all actives have a fitted effect of over 60% in size
Target sequence (O95398 whole entry, looked up): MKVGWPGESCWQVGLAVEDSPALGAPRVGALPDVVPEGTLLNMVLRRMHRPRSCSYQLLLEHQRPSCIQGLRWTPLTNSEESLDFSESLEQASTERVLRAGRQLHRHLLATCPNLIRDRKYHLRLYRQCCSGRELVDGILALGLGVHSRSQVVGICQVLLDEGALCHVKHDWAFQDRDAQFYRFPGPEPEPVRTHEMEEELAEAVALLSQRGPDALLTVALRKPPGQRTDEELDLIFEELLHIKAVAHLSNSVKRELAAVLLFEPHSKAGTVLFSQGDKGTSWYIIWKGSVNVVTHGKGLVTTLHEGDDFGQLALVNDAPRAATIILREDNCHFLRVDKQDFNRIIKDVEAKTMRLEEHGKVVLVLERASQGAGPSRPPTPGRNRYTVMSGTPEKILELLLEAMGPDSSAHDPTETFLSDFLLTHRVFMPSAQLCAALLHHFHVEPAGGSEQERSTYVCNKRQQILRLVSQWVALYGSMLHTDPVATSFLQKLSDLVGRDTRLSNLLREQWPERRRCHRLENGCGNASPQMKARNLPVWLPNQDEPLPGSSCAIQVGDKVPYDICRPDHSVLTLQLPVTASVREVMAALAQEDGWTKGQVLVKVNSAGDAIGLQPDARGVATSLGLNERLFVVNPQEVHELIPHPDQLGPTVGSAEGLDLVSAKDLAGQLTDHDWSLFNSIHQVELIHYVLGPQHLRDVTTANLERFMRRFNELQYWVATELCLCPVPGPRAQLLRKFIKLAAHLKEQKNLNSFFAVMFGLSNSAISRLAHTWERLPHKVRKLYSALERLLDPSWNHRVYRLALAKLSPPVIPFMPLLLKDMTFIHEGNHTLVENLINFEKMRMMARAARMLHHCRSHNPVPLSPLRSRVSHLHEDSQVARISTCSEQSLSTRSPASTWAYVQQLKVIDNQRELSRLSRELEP
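Multi-concentration qHTS readout: loss of Rap1B-bound BODIPY-GDP fluorescence driven by 100 nM EPAC1 with excess GDP (50 uM), monitored kinetically at room temperature; agonist response expressed relative to 6.5 mM cAMP.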
IL2 activator – IL-2 activation | AID 652025 | IL-2 activation reporter assay, cell-based qHTS; stimulated with anti-CD3/CD4/CD28 beads; in transgenic mouse T cells | 0.065% of 360,000 active | activation, % (series mostly up to about 46 µM); in the data active = activation above about 50%; inconclusive = mostly about 30% to 49%; also: 0% is about no effect
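Unstimulated transgenic mouse T cells; 60-min compound exposure; bead-based TCR/CD4/CD28 stimulation; 18 h culture, 37 degrees C; dual fluorescence (EGFP, DsRed) plate cytometry.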
Abeta rescue – compounds reversing amyloid beta toxicity in yeast; yeast expressing A-beta42, growth rescue, OD600, 48 h; response scale: 0% DMSO, 100% iron-clioquinol control; Potency, µM (titrated, usually from 46.1 µM), for the others: at the top dose growth rescue, actives largely listed as activators; 0.063% of 410,000 active; AID 1347071; also: potency is read from the fitted curve at half-maximal effect; nearly all actives have a fitted effect of over 55% in size
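Growth rescue measured by 600 nm absorbance after 48 h yeast culture at 30 C with compound. Values normalized between DMSO and an equimolar ferric chloride plus clioquinol control.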
PLK1 PBD block – PLK1 (human) polo-box domain binding inhibition | P53350 | Plk1 PBD binding of FITC phosphopeptide, fluorescence polarization | Potency, µM, without a hit: max response, negative = inhibition, most hits filed as inhibitors | 2.8% of 360,000 active; also: potency is read from the fitted curve at half-maximal effect; series mostly up to about 57 µM; % is scaled to controls: 0 for no effect and ±100 for the full control effect; nearly all actives have a fitted effect of over 65% in size
EPAC1 antag – antagonists of human EPAC1; Potency, µM (series often up to 115 µM), without a hit: at the top dose activity change, negative = inhibition, hits mostly inhibitors; 0.14% of 360,000 active; AID 720709; EPAC1 GEF assay, Rap1b-BODIPY-GDP exchange fluorescence;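 also: potency is read from the fitted curve at half-maximal effect; plate controls were vehicle for no effect and positive control for full effect; nearly all actives have a fitted effect of over 50% in size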
WRN inhibitor – blocks human WRN helicase; 0.46% of 360,000 active; Potency, µM (top dose mostly 114 µM), for inactives: at the top dose activity change, negative = inhibition, hits mostly inhibitors; Q14191; AID 651768; WRN helicase unwinding, fluorescent forked duplex, kinetic; also: potency is read from the fitted curve at half-maximal effect; % is scaled to controls: 0 for no effect and ±100 for the full control effect; nearly all actives have a fitted effect of over 55% in size
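Kinetic fluorescence helicase assay: unwinding of a quenched forked DNA duplex (100 nM final) with 2 mM ATP final raises red fluorescence (525/598 nm). Compounds sat 15 min at room temperature with 20 nM WRN beforehand.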
FUS yeast rescue – FUS proteinopathy suppression in yeast. S. cerevisiae FUS-expressing, growth rescue, OD600, 24 h. Potency, µM (highest dose often 76.6 µM), without a hit: at the top dose growth rescue (activation), usual class: activators. 0.24% of 390,000 active;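 also: potency is read from the fitted curve at half-maximal effect; plate controls were DMSO vehicle for no effect and reference control for full effect; nearly all actives have a fitted effect of over 55% in size; some results filed as inactive show a strong effect at the top dose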
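Absorbance at 600 nm, taken 24hr after compound addition, measured rescue of FUS-yeast growth at 30C. Induction used 2% galactose with seeding at OD 0.005. Controls: CP55940 from 92uM final, DMSO only.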
PI5P4K alpha inh – PI5P4K alpha (human) kinase inhibition | P48426 | PI5P4Kalpha enzyme, ADP-Glo luminescence, 60 min; stronger effect = lower value | max response, % | 1.2% of 330,000 active; active = max response of -50% or lower; inconclusive = between -30% and -50%; inactive = -30% or higher; also: value at the top dose of about 77 µM; % is scaled to controls: 0 for no effect and ±100 for the full control effect
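Luminescence from ADP-Glo served as readout of PI5P4Kalpha activity in a qHTS format. Reaction: enzyme, substrate, compound, ATP at 5 microM final, 60 min at RT.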
An asterisk follows results filed as active; ? = inconclusive; . = not tested or not shown; & = joins results of further samples; [ ] = dose if it differs, or a comment. Unless noted, calls follow the shape of the dose curve; as a rule, active = well fitted curve in the direction sought with a large enough effect; inconclusive = small, poorly fitted or top-dose-only effect, or another doubt; inactive = no such curve, though single readings can be large; an effect the other way counts as inactive or inconclusive.

Fields – PLK1 PBD block | IL2 activator | Abeta rescue | PI5P4K alpha inh | WRN inhibitor | EPAC1 antag | FUS yeast rescue | EPAC1 ag
- Cc1cccc(C)c1N(CC(=O)NN=C1CCCCCC1)S(C)(=O)=O
    -5.1% | 0.3 | 20.9% | 9.7 | -0.7% | 4.1% | 4.1% | -5.2%
- CCCCc1ccc(-c2ccc(Br)cc2O)nc1
    1.7% | -3.6 | 12.2% | -2.9 | -3.2% | 7.1% | 6.8% | -1.0%
- COc1ccc(S(=O)(=O)/C(C#N)=C/Nc2cccc(OC)c2)cc1
    4.9% | -4.3 | -2.7% | -1.7 | -2.8% | -16.4% | -6.0% | -2.6%
- CCN(CC)C(=O)C(c1ccccc1)S(=O)(=O)N1CCOCC1 (stereo unspecified)
    -13.0% | 3.9 | 7.1% | 4.7 | -11.7% | -8.7% | -15.5% | -5.4%
- CCOC(=O)C1CCCN(Cc2nc(CC3CC3)no2)C1 (stereo unspecified)
    -8.4% | 1.6 | -9.1% | 6.5 | -1.6% | -11.5% | -1.2% | 3.5%
- O=C(NCCc1ccccc1)c1ccc(NC(=O)C2CCCC2)cc1
    -12.4% | 1.3 | -7.1% | 7.4 | -8.3% | 7.1% | -2.8% | 0.5%
- Cc1ccc(S(=O)(=O)NCCC(=O)NCc2ccc(Cl)cc2)cc1C
    -1.2% | -0.3 | -6.3% | 4.6 | 2.1% | 19.3% | -3.0% | -2.8%
- CCCS(=O)(=O)Nc1cc(C(F)(F)F)ccc1OCCOC
    -11.0% | -2.2 | 7.7% | 5.7 | -0.3% | 0.0% | 27.0% | 12.1%
- CCOc1ccc(C2CC(=O)c3c([nH]c(C(=O)OC)c3C)C2)cc1OC (stereo unspecified)
    -2.9% | -1.9 | 30.0% | 6.3 | -16.7%[57.1 µM] | -0.7% | -2.6% | -6.1%
- Cc1ccc(N2NC(=O)/C(=C/c3ccc(-c4ccc(Cl)c(C(=O)O)c4)o3)C2=O)cc1C
    ? | 1.6 | 29.2% | -17.1 | -18.9%[11.6 µM] | -8.3% | -19.2% | 7.9%

Additional results
Fields – PLK1 PBD block | IL2 activator | Abeta rescue | PI5P4K alpha inh | WRN inhibitor | EPAC1 antag | FUS yeast rescue | EPAC1 ag
- Cc1cc(C(=O)NC2CCCN(Cc3ccccc3F)C2)no1 (stereo unspecified)
    -13.4% | 0.8 | . | 4.2 | -4.2% | -9.7% | -6.5% | 4.1%
- CCc1noc(C)c1C(=O)N(C)CC(=O)Nc1ccccc1C(F)(F)F
    2.9% | 0.7 | -4.6% | -2.8 | -10.8% | -5.5% | -2.1% | -2.5%
- Cc1ccc(CSC2=NCCN2C(=O)c2ccco2)cc1
    -6.2% | -0.6 | 2.6% | 3.8 | 1.9% | 4.6% | -13.7% | -12.3%
- CCOC(=O)c1c(C)[nH]c(C(=O)Cn2nnc(-c3ccccc3)n2)c1C
    5.6% | 0.6 | 4.3% | . | -5.4% | 8.2% | 29.8% | -3.9%
- Cc1cccc(N2CCN(C(=O)Cc3ccccc3[N+](=O)[O-])CC2)c1C
    -2.7% | -0.1 | 16.4% | 6.0 | -1.6% | -13.5% | 21.4% | 5.2%
- C=CCNC(=O)c1ccc(Sc2ccc(C)cc2)c([N+](=O)[O-])c1
    -7.4% | -0.1 | 16.2% | 3.9 | -26.6%[57.1 µM] | -7.4% | -16.5% | 4.1%
- c1ccc(CNc2c(C3CCNCC3)nc3scc(-c4ccccc4)n23)cc1
    ? | -0.1 | -13.5% | ? | -11.1% | -11.0% | 5.4% | 0.0%
- O=S(=O)(NCc1cccnc1)c1ccc(Cl)c(Cl)c1Cl
    -11.0% | 0.2 | 20.8% | -3.2 | -11.9% | -9.2% | 9.6% | 2.2%
- COc1ccc(C(=O)N[C@H](C(=O)Nc2sccc2C(N)=O)C(C)C)cc1
    -19.4% | -0.6 | -6.9% | 5.2 | -5.9% | 2.1% | 19.7% | 8.4%
- COc1ccc(NC(=O)N2CCN(c3ccc([N+](=O)[O-])cc3)CC2)cc1
    0.7% | 0.7 | -8.6% | -4.5 | -3.3% | 7.0% | 8.9% | 1.6%

The listing continues:
Fields – PLK1 PBD block | IL2 activator | Abeta rescue | PI5P4K alpha inh | WRN inhibitor | EPAC1 antag | FUS yeast rescue | EPAC1 ag
- O=C(CSc1nc2ccccc2s1)NNC(=O)Nc1ccc(Cl)c(Cl)c1
    -2.6% | 1.7 | 5.5% | 1.2 | -12.4% | -0.2% | 9.4% | 2.5%
- COc1ccc(-c2nnc3n2N=C(C)CS3)cc1OC
    2.9% | -2.8 | -16.2% | 1.4 | 0.9% | 3.2% | -6.4% | 1.0%
- COc1ccccc1N1CCN(c2ncnc3n[nH]c(Br)c23)CC1
    0.5% | 0.3 | -16.7% | -0.9 | -1.8% | -4.6% | -8.2% | -2.3%
- Nc1nc(-c2ccccc2)c(N=Nc2cccnc2)s1
    -24.4% | -1.7 | -18.9% | -7.7 | -11.7% | -2.3% | 1.2% | -2.5%
- COC(=O)[C@]12CCCCC=C1N(Cc1cccc3ccccc13)C(=O)[C@H](CC(=O)N1CCC(c3ccccc3)CC1)C2
    -12.3% | -0.8 | -12.3% | 0.7 | -4.1% | -17.7% | ? | -9.0%
- COc1ccc(CCN2CC(O)=C(c3nc(C)cs3)C2=N)cc1OC
    -5.7% | -4.1 | 10.2% | . | 3.7% | 13.7% | 28.9% | 6.0%
- CC(C)n1cnnc1SCC(=O)Nc1ccc(N2CCCCC2)cc1
    -1.9% | 3.3 | -3.1% | -8.0 | 0.6% | 7.0% | 5.9% | 5.5%
- COCc1cc(C)n(CC(=O)Nc2ccc(Cl)cc2Cl)c(=O)c1C#N
    2.9% | 0.0 | -20.5% | 3.1 | -9.9% | 0.5% | 4.4% | 1.1%
- COc1ccc(NC2=Nc3cccc4cccc2c34)cc1OC
    2.4% | -1.8 | 1.8% | . | -0.8% | -0.6% | 30.4% | 1.9%
- CCC(=O)Nc1ccc(C(=O)N/N=C/c2c(C)[nH]c3ccccc23)cc1
    ? | 0.3 | -17.6% | -4.4 | -13.3% | -2.3% | 25.3% | 4.9%

Reformatted comma-delimited: 10 of the compounds above
molecule,PLK1 PBD block,IL2 activator,Abeta rescue,PI5P4K alpha inh,WRN inhibitor,EPAC1 antag,FUS yeast rescue,EPAC1 ag
Cc1cccc(C)c1N(CC(=O)NN=C1CCCCCC1)S(C)(=O)=O,-5.1%,0.3,20.9%,9.7,-0.7%,4.1%,4.1%,-5.2%
CCCCc1ccc(-c2ccc(Br)cc2O)nc1,1.7%,-3.6,12.2%,-2.9,-3.2%,7.1%,6.8%,-1.0%
COc1ccc(S(=O)(=O)/C(C#N)=C/Nc2cccc(OC)c2)cc1,4.9%,-4.3,-2.7%,-1.7,-2.8%,-16.4%,-6.0%,-2.6%
CCN(CC)C(=O)C(c1ccccc1)S(=O)(=O)N1CCOCC1 (stereo unspecified),-13.0%,3.9,7.1%,4.7,-11.7%,-8.7%,-15.5%,-5.4%
CCOC(=O)C1CCCN(Cc2nc(CC3CC3)no2)C1 (stereo unspecified),-8.4%,1.6,-9.1%,6.5,-1.6%,-11.5%,-1.2%,3.5%
O=C(NCCc1ccccc1)c1ccc(NC(=O)C2CCCC2)cc1,-12.4%,1.3,-7.1%,7.4,-8.3%,7.1%,-2.8%,0.5%
Cc1ccc(S(=O)(=O)NCCC(=O)NCc2ccc(Cl)cc2)cc1C,-1.2%,-0.3,-6.3%,4.6,2.1%,19.3%,-3.0%,-2.8%
CCCS(=O)(=O)Nc1cc(C(F)(F)F)ccc1OCCOC,-11.0%,-2.2,7.7%,5.7,-0.3%,0.0%,27.0%,12.1%
CCOc1ccc(C2CC(=O)c3c([nH]c(C(=O)OC)c3C)C2)cc1OC (stereo unspecified),-2.9%,-1.9,30.0%,6.3,-16.7%[57.1 µM],-0.7%,-2.6%,-6.1%
Cc1ccc(N2NC(=O)/C(=C/c3ccc(-c4ccc(Cl)c(C(=O)O)c4)o3)C2=O)cc1C,?,1.6,29.2%,-17.1,-18.9%[11.6 µM],-8.3%,-19.2%,7.9%

The listing continues.
Fields – PLK1 PBD block | IL2 activator | Abeta rescue | PI5P4K alpha inh | WRN inhibitor | EPAC1 antag | FUS yeast rescue | EPAC1 ag
- Cc1[nH]nc(N=CC2=C(O)CC(C)(C)CC2=O)c1-c1ccc(Cl)cc1
    -12.0%&3.6% | -0.6&1.1 | -12.1%&16.4% | 14.4&12.5 | -2.2%&-9.7% | 6.1%&2.7% | 16.8%&10.3% | 12.6%&11.5%
- COc1ccc(-c2sc3ccccc3c2C#Cc2cncn2C)cc1
    -3.5% | 0.0 | -13.0% | 88.0 | -5.9% | -17.0% | 40.2% | 3.4%
- CC(C)(C)NC(=O)CN(Cc1ccc2c(c1)OCO2)C(=O)CNS(=O)(=O)c1ccc(F)cc1
    -3.9% | -1.6 | -14.0% | -4.2 | 5.8% | 6.6% | 18.5% | -4.4%
- O=C(NCc1ccccc1)N[C@@H](Cc1ccccc1)C(=O)O
    -4.6% | -2.0 | -2.8% | . | -3.1% | 14.3% | 22.0% | -2.1%
- Cc1cc(=O)oc(C)c1C(=O)O
    -6.3% | -3.7 | 25.1% | . | -2.8% | 3.9% | 4.0% | 7.3%
- Cc1cc(-c2ccc(C(C)C)c(S(=O)(=O)N3CCN(c4ccccc4)CC3)c2)on1
    ? | -3.8 | -3.0% | 5.0 | 0.7% | -16.4% | 17.2% | -9.3%
- O=S(=O)(c1cc(O)ccc1O)c1cccc2c(S(=O)(=O)c3cc(O)ccc3O)cccc12
    ? | -0.4 | 2.8% | -90.8* | 31.6µM* | 79.4µM* | -24.6% | 8.0%
- COc1cc(NC(=O)c2cccs2)c(OC)cc1NC(=O)CCC(=O)Nc1ccc2ncccc2c1
    -14.9% | -0.3 | -1.3% | -5.9 | -12.6%[11.6 µM] | ? | ? | -13.2%
- O=C(NCCc1ccc(Cl)cc1)c1ccc(Br)s1
    5.3% | 0.7 | 5.8% | -4.0 | 6.3% | -4.8% | 10.6% | -9.2%
- Oc1c(C(c2cccs2)N2CCC3(CC2)OCCO3)sc2ncnn12 (stereo unspecified)
    -4.4% | 6.7 | 3.6% | 1.2 | 6.5% | 7.2% | -22.8% | -12.8%
